Assay outcomes deposited in PubChem by Southern Research Specialized Biocontainment Screening Center.
tuberculosis growth: growth inhibition of non-replicating M. tuberculosis (AID 488890) | Mycobacterium tuberculosis non-replicating, growth inhibition; higher % means a stronger effect | inhibition, % at 25 µM, or IC50 in µM where a hit was titrated | hit rate 0.39% among 320,000; in the data active = a potency from the dose series; inconclusive = inhibition mostly from about 82% at the one dose, without a potency; inactive = the rest, 99 in 100 with inhibition below about 76%;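 also: plate controls were DMSO cells for no effect and high antibiotic wells for full effect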
VEEV TC-83 Vero: inhibitors of VEEV TC-83 cytopathic effect, confirmation, Vero cells (AID 588727); Vero cells, VEEV TC-83 cytopathic effect inhibition; higher % means a stronger effect; one-dose inhibition, % at 20 µM; IC50 in µM for titrated hits; hit rate 0.13% among 350,000; in the data active = a potency from the dose series; inconclusive = inhibition mostly from about 14% at the one dose, without a potency; inactive = the rest, 99 in 100 with inhibition below about 12%; also: strong numbers were not always called active
influenza NS1A: H1N1 influenza NS1A inhibitors, functional cell based assay (AID 504329); NS1A functional cell-based assay, percent inhibition; higher % means a stronger effect; one-dose inhibition, % at 12.5 µM; IC50 in µM for titrated hits; hit rate 0.3% among 340,000; in the data active = a potency from the dose series; inconclusive = inhibition above about 27% without an active follow-up result; also: strong numbers were not always called active
M. tuberculosis HTS: M. tuberculosis growth inhibition, HTS (AID 449762) | M. tuberculosis H37Rv growth inhibition, 7H9 media; higher % means a stronger effect | inhibition, % at 25 µM; hits with a dose series show IC50 in µM | hit rate 0.59% among 330,000; in the data active = a potency from the dose series; inconclusive = inhibition above about 70% without an active follow-up result;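 also: bacterial growth assessed after seven days of incubation; strong numbers were not always called active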
Salmonella PhoP GFP: Inhibition of PhoP regulon, Salmonella typhi GFP reporter cells, confirmation, 4 h (AID 1850); Salmonella Typhi PhoP-promoter GFP reporter, fluorescence, 4 h; higher % means a stronger effect; inhibition, % at 50 µM, or IC50 in µM where a hit was titrated; hit rate 0.33% among 310,000; in the data active = a potency from the dose series; inconclusive = inhibition mostly from about 25% at the one dose, without a potency; inactive = the rest, 99 in 100 with inhibition below about 19%;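 also: 0% = induced wells with vehicle and 100% = uninduced wells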
VEEV TC-83 Vero 10K pilot screen: recorded beside VEEV TC-83 Vero, whose call it bears; inhibition, %; measured here: 10K pilot screen inhibition
* marks the source's active call; other numbers are inactive results; i = inactive; u = inconclusive; x = not tested or not shown.

SMILES	tuberculosis growth	VEEV TC-83 Vero	influenza NS1A	M. tuberculosis HTS	Salmonella PhoP GFP	others
O=C(O)c1cccc2[nH]c(C(F)(F)F)nc12	1.2%	0.3%	-0.8%	1.6%	-21.5%	VEEV TC-83 Vero 10K pilot screen=0.6
CC(=O)N1CCN(S(=O)(=O)c2cccc(C(=O)NNC(=O)COc3c(C)cccc3C)c2)CC1	-4.9%	1.5%	0.7%	3.1%	x
COc1cccc(/C=N/N2C(=O)NC3(CCCCC3)C2=O)c1O	-7.7%	0.9%	3.0%	-2.3%	-1.8%
NS(=O)(=O)c1ccc(CCNC(=O)CSc2nc3ccccc3c3nc(CCN4CCCCC4)nn23)cc1	5.2%	0.3%	-5.2%	7.0%	2.1%
Oc1ccccc1N=Nc1ccccc1O	x	11.5%	21.9%	x	x
Cc1ccc(S(=O)(=O)Nc2ccccn2)cc1[N+](=O)[O-]	-24.0%	i	x	-4.1%	-0.5%
NC(=O)c1cc(Br)cc2c3c([nH]c12)CCCC3	11.1%	1.6%	5.2%	7.5%	0.4%
CC(NCCc1ccc(S(N)(=O)=O)cc1)C(=O)NCc1ccccc1 (centres undefined)	-13.9%	1.4%	4.5%	7.9%	-4.2%
COc1cccc(/C=C2/C(=O)NN(c3ccccc3)C2=O)c1	15.7%	1.9%	-1.1%	8.6%	-21.1%
COc1ccc(NCc2nnc(SCC(=O)c3ccc(OC)cc3)o2)cc1	u	i	5.2%	7.11µM*	-1.0%
N=c1c2c(-c3ccccc3)c(-c3ccccc3)n(Cc3ccco3)c2ncn1CCO	u	10.1%	15.8%	52.9%	0.8%	VEEV TC-83 Vero 10K pilot screen=4.0
CCOC(=O)c1sc(Nc2nc3ccc(OC)cc3s2)cc1C	16.5%	3.1%	5.6%	7.0%	6.0%
COc1ccc2[nH]c(=O)c(CNC3CCCCC3)cc2c1	-0.5%	1.1%	-18.1%	-6.9%	1.2%
Cc1ccc(-c2csc(-c3c[nH]c4ccccc34)n2)cc1	35.9%	i	-2.6%	u	-10.0%
O=C(Oc1ccc(-c2ccccc2)cc1)C1C2CCCCC21 (centres undefined)	56.6%	0.1%	-10.6%	42.1%	-3.9%
Cc1ccc(N2CC(C(=O)Nc3ccc4c(c3)OCO4)CC2=O)cc1C (centres undefined)	-4.8%	1.8%	-5.3%	6.4%	-15.4%
Cc1ccc(Cn2nc(C)c(NC(=O)C3(C)CC3(Br)Br)c2C)cc1 (centres undefined)	25.7%	3.8%	-4.4%	-1.1%	5.0%
CN(C)S(=O)(=O)c1ccc(N2CCCC2)c(C(=O)Nc2ccccc2F)c1	22.0%	0.9%	-7.3%	0.6%	3.6%
Cc1cc(Cl)ccc1C(=O)C1CCCN(C(=O)c2cnn(C(C)C)c2)C1 (centres undefined)	16.9%	0.3%	-2.8%	1.2%	3.9%
O=C(/C=C/c1ccccc1)NC(=S)NNC(=O)c1cccnc1	-15.1%	1.3%	11.7%	3.6%	4.1%
COc1ccc(-c2[nH]ncc2N=Nc2ccccc2)cc1	7.0%	6.4%	15.2%	8.1%	-11.0%
CC12CCC(C(=O)NC3CCCC3)(CC1=O)C2(C)C (centres undefined)	4.1%	0.1%	2.5%	3.4%	0.4%
CCOc1ccc(NC(=O)CC2C(=O)N(CC)C(=S)N2NC(=O)c2ccncc2)cc1 (centres undefined)	-6.8%	0.4%	-21.8%	5.0%	-0.2%
CS(=O)(=O)Oc1ccc(Br)c2cccnc12	14.5%	1.1%	-13.3%	3.9%	0.3%
CCCNC(=O)NC(=O)CSc1nncs1	-6.0%	0.5%	x	-5.0%	-5.0%
COc1ccc(OCCC(=O)OCC(=O)NC(=O)NC(C)C)cc1	18.2%	2.4%	5.0%	-1.6%	-0.3%
CC(C)[C@H](NC(=O)c1ccccc1)C(=O)OCC(=O)NCC1CCCO1 (some centres undefined)	6.8%	3.7%	-15.6%	4.5%	x
CCn1cc(S(=O)(=O)c2ccc(C)cc2)c(=O)c2cc(F)c(N3CCN(C)CC3)cc21	9.1%	3.6%	-2.5%	-7.2%	-7.3%
O=C(NC1CCCCCC1)C1CCN(C(=O)c2ccc(Cl)cc2)CC1	12.7%	1.4%	-3.9%	-7.0%	x
O=C(Nc1cc(=O)[nH]c(=O)[nH]1)c1cccc(C(F)(F)F)c1	-0.2%	1.9%	-5.0%	-3.1%	6.3%
Cc1nn(C2CCS(=O)(=O)C2)c(C)c1CN(C)C(=O)c1ccc(S(=O)(=O)N(C)C)cc1 (centres undefined)	-3.3%	2.9%	-10.9%	-7.4%	x
CCOCCCn1c(SCC(=O)Nc2oc(C)c3c(C)n[nH]c(=O)c23)nnc1-c1ccncc1	-13.2%	2.0%	-14.3%	7.3%	4.2%
C/C(=N\Nc1nc2ccccc2s1)c1cccs1	28.7%	6.6%	-10.0%	u	-8.0%
COc1ccc(C(=O)O/N=C(\N)c2ccc(Cl)cc2)cc1	21.9%	i	2.6%	8.3%	3.1%
CC(C)(C)c1ccc(C(=O)OCCN2CCCCC2)cc1	-1.9%	1.5%	-7.3%	0.9%	5.8%
CN1CCN(c2nc(-c3ccc(Cl)s3)cs2)CC1	-10.1%	i	9.0%	-5.5%	0.8%
CCc1cc2c(N3CCCCC3)ncnc2s1	2.7%	i	-8.5%	-1.2%	-10.2%
COc1ccc2cc(C(C)C(=O)Nc3cccc(S(=O)(=O)N(C)C)c3)ccc2c1 (centres undefined)	9.6%	i	9.2%	-5.6%	0.0%
COc1ccccc1NC(=O)N1CCN(C(=O)c2ccco2)CC1	-1.6%	0.9%	-9.1%	1.1%	-10.1%
O=C(NCc1nnc(SCC(=O)N2CCCC2)o1)c1c(F)cccc1F	-7.8%	5.7%	-9.3%	-15.1%	-8.1%
COc1cc(F)ccc1S(=O)(=O)N1CCN(C23CC4CC(CC(C4)C2)C3)CC1	7.9%	i	-32.3%	9.7%	0.7%
COc1ccc(-c2cc(C)no2)cc1S(=O)(=O)Nc1ccccc1	-10.0%	1.6%	3.9%	-0.9%	-7.4%
CN(c1cccc(NS(=O)(=O)c2ccccc2)c1)S(C)(=O)=O	1.4%	0.0%	-7.8%	14.8%	-10.7%
COc1ccc(CN2CC(C(=O)NCCC(C)C)CC2=O)cc1 (centres undefined)	0.3%	4.4%	-6.7%	1.5%	-10.2%
COC(=O)CSc1nnc(NC(=O)C2CC(=O)N(c3ccc(F)cc3)C2)s1 (centres undefined)	9.2%	1.3%	-1.4%	-4.6%	-4.0%
O=C(N/C(=C/c1ccco1)C(=O)N1CCCC1)c1cccs1	-16.9%	2.6%	-11.6%	-13.4%	-8.1%
C=C(C)Cn1c(SCCN2CCOCC2)nc2c1c(=O)[nH]c(=O)n2C	10.0%	3.0%	9.5%	-1.9%	-5.3%
O=C(O)c1cc(Nc2cc(Cl)c3nonc3c2[N+](=O)[O-])ccc1O	68.8%	i	-1.4%	14.7%	-9.7%
CCOC(=O)CSc1nnc(-c2ccc(OC)cc2)n1CC	40.9%	1.1%	-10.0%	7.1%	6.4%
CCOC(=O)Cc1c(C)nc(SC)[nH]c1=O	-2.5%	0.6%	3.5%	-0.1%	2.2%
Cc1ccc(CN2CCN(Cc3ccncc3)CC2CCO)o1 (centres undefined)	10.2%	0.2%	-6.7%	-4.0%	6.5%
O=C(c1ccco1)N1CCN(Cc2cccc(F)c2)CC1	x	1.2%	-3.5%	-7.9%	-10.9%
Cc1ccc(-c2ccc(=O)n(CC(=O)NCCN3C(C)CCCC3C)n2)cc1 (centres undefined)	6.9%	i	4.1%	-11.2%	-19.2%
Cc1ccccc1-n1nc(-c2ccc(N)cc2)cc1N	-8.4%	1.8%	-1.6%	-12.3%	1.0%
Cc1ccc(S(=O)(=O)CCC(=O)Nc2sccc2C(N)=O)cc1	8.9%	0.5%	13.1%	-0.6%	x
O=C(COC(=O)c1cc[n+]([O-])cc1)NCC12CC3CC(CC(C3)C1)C2	11.9%	1.3%	-5.1%	2.3%	0.6%
O=[N+]([O-])c1ccc(NCCCN2CCOCC2)nc1	19.9%	i	2.9%	0.1%	0.7%
CC(=O)OC12CC3CC(C1)C(=NO)C(C3)C2	-1.2%	1.4%	-2.8%	-5.2%	-2.3%
CCOC(=O)N1CCC(n2c(SCC(=O)c3ccccc3)nc3ccsc3c2=O)CC1	-8.3%	i	-3.7%	-5.4%	-6.0%
CCCC(C)C1(CC)C(=O)NC(=Nc2ccc(OC)cc2)NC1=O (centres undefined)	9.8%	0.6%	-9.0%	-6.4%	14.1%

6 compounds out of the list, arranged by number of heavy atoms, lowest first:
SMILES	tuberculosis growth	VEEV TC-83 Vero	influenza NS1A	M. tuberculosis HTS	Salmonella PhoP GFP	others
CC(=O)OC12CC3CC(C1)C(=NO)C(C3)C2	-1.2%	1.4%	-2.8%	-5.2%	-2.3%
O=[N+]([O-])c1ccc(NCCCN2CCOCC2)nc1	19.9%	i	2.9%	0.1%	0.7%
O=C(c1ccco1)N1CCN(Cc2cccc(F)c2)CC1	x	1.2%	-3.5%	-7.9%	-10.9%
O=C(N/C(=C/c1ccco1)C(=O)N1CCCC1)c1cccs1	-16.9%	2.6%	-11.6%	-13.4%	-8.1%
Cc1ccc(S(=O)(=O)CCC(=O)Nc2sccc2C(N)=O)cc1	8.9%	0.5%	13.1%	-0.6%	x
O=C(COC(=O)c1cc[n+]([O-])cc1)NCC12CC3CC(CC(C3)C1)C2	11.9%	1.3%	-5.1%	2.3%	0.6%

The listing picks up, starting 2 compounds before the break.
SMILES	tuberculosis growth	VEEV TC-83 Vero	influenza NS1A	M. tuberculosis HTS	Salmonella PhoP GFP	others
CCOC(=O)N1CCC(n2c(SCC(=O)c3ccccc3)nc3ccsc3c2=O)CC1	-8.3%	i	-3.7%	-5.4%	-6.0%
CCCC(C)C1(CC)C(=O)NC(=Nc2ccc(OC)cc2)NC1=O (centres undefined)	9.8%	0.6%	-9.0%	-6.4%	14.1%
Cc1cccc(-n2cnc(C(=O)N3CCN(C)CC3)c2)n1	-1.9%	1.9%	-0.5%	2.7%	7.9%
O=C(Nc1ccc2c(c1)OCO2)Nc1ccc(F)cc1F	20.6%	3.6%	1.7%	8.4%	6.2%
O=C1c2ccc(Oc3ccc([N+](=O)[O-])cc3)cc2C(=O)N1CCCO	17.8%	0.7%	-5.5%	-0.9%	-5.3%
OCCCNc1nc(-c2ccc(Cl)cc2)nnc1-c1ccccc1	39.4%	13.1%	-0.3%	-6.0%	-5.0%
Cc1cccc(C(=O)N2CC(=O)Nc3ccc(F)cc3C2c2ccc(F)cc2)c1 (centres undefined)	-12.0%	i	-9.4%	3.0%	-1.1%
CC1CCCC(C)N1C(=O)COC(=O)C1CCN(S(=O)(=O)c2c(Cl)cccc2Cl)CC1 (centres undefined)	5.0%	4.5%	-6.2%	-6.2%	10.3%
c1ccc(CCNc2ncnc3c2nnn3Cc2ccccc2)cc1	-11.0%	5.2%	2.2%	0.3%	3.1%
CCCc1nc2ccc(N)cc2c(=O)n1Cc1ccccc1Cl	15.8%	2.8%	-4.0%	5.5%	-1.2%
CN(C)CCCCNCCCNC(=O)/C=N\O	5.0%	1.1%	0.5%	-1.4%	-2.1%
CCN1C(=NCc2ccco2)N[C@@H](c2cccc(F)c2)C(C(=O)OC)=C1C	52.8%	i	2.0%	-15.2%	8.9%	VEEV TC-83 Vero 10K pilot screen=4.9
CCCC12CN3CCN(CC(C3)/C1=N\NC(=O)c1ccc(C(C)(C)C)cc1)C2	-25.5%	2.7%	0.7%	-5.2%	-4.7%
CN(CC(=O)O)S(=O)(=O)c1cccs1	-3.4%	3.6%	-2.7%	6.2%	-5.1%
